# Screening data deposited in PubChem by National Center for Advancing Translational Sciences (NCATS).
# MmCpn inh: M. maripaludis TRiC chaperonin inhibition | purified Mm-Cpn ATPase, ADP Transcreener TR-FRET | Potency, µM (titrated, usually from 76.9 µM), for inactives: top-dose activity, negative = inhibition, usual class: inhibitors | 330,000 tested, 0.031% active; note: potency is the fitted concentration of half-maximal effect; % is set by controls: 0 for no effect and ±100 for the full control effect; nearly all actives have a fitted effect of over 80% in size
#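 Purified archaeal chaperonin (25 nM final) was preincubated with compound for 10 min at 37°C, then ATP (10 uM final) was added for 30 min at 37°C in Tris pH 7.4/KCl/MgCl2/DTT buffer. ADP was quantified by HTRF Transcreener TR-FRET.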
# PLK1 PBD inh: inhibitors of human PLK1 polo-box domain binding; P53350; Plk1 PBD binding of FITC phosphopeptide, fluorescence polarization; Potency, µM, for the others: max response, negative = inhibition, hits mostly inhibitors; 360,000 tested, 2.8% active; AID 720504; note: potency is the fitted concentration of half-maximal effect; series mostly up to about 57 µM; % is set by controls: 0 for no effect and ±100 for the full control effect; nearly all actives have a fitted effect of over 65% in size
# EPAC1 antagonist: antagonists of human EPAC1. O95398. EPAC1 GEF assay, Rap1b-BODIPY-GDP exchange fluorescence. Potency, µM (series often up to 115 µM), for inactives: at the top dose activity change, negative = inhibition, hits mostly inhibitors. 360,000 tested, 0.14% active. AID 720709;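 note: potency is the fitted concentration of half-maximal effect; plate controls were vehicle for no effect and positive control for full effect; nearly all actives have a fitted effect of over 50% in size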
# PI5P4K alpha inh: blocks human PI5P4K alpha kinase activity; 330,000 tested, 1.2% active; AID 652105; PI5P4Kalpha enzyme, ADP-Glo luminescence, 60 min; hits give low values; P48426; max response, %; active = max response of -50% or lower; inconclusive = between -30% and -50%; inactive = -30% or higher; note: value at the top dose of about 77 µM; % is set by controls: 0 for no effect and ±100 for the full control effect
#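 PI5P4Kalpha ADP-Glo assay; 5 microM ATP final; 60 min RT reaction; HEPES pH 7.4/EGTA/CHAPS, 5% DMSO; controls lacking substrate or enzyme; luminescent end-point.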
# EPAC1 agonist: activates human EPAC1 exchange factor | O95398 | EPAC1 agonist qHTS, biochemical assay; response scale: 100% = response to 6.5 mM cAMP | Potency, µM (top dose mostly 154 µM), without a hit: at the top dose activation, hits mostly activators | 360,000 tested, 0.073% active; note: potency is the fitted concentration of half-maximal effect; nearly all actives have a fitted effect of over 60% in size
#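 Fluorescent GDP-exchange assay: 100 nM EPAC1 with 250 nM Rap1B preloaded with BODIPY-GDP and 50 uM GDP; compounds tested as concentration series, 5 min at room temperature, then read every 5 min for 30 min (ex 480/em 540 nm); normalized to 6.5 mM cAMP.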
# CCT modulator: cytosolic chaperonin activity modulation; purified chaperonin ATPase assay, HTRF ADP detection, 30 min; 360,000 tested, 0.3% active; activity change, % (no concentration beside the values), hits read low; in the data active = activity change below about -30%; note: % is set by controls: 0 for no effect and ±100 for the full control effect
#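 TRiC (40 or 20 nM final, by batch activity) in 30 mM Tris pH 7.4, 100 mM KCl, 5 mM MgCl2, 1 mM DTT was treated with compound at 76 uM single dose, then 10 uM ATP, 30 min at 37 °C. ADP was read by HTRF Transcreener.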
# EPAC2 antagonist: blocks human EPAC2 exchange factor. EPAC2 GEF exchange of Rap1B-BODIPY-GDP, fluorescence. Q8WZA2. 360,000 tested, 0.18% active. Potency, µM (titrated, usually from 114 µM), for inactives: top-dose activity, negative = inhibition, hits mostly inhibitors; note: potency is the fitted concentration of half-maximal effect; % is set by controls: 0 for no effect and ±100 for the full control effect; nearly all actives have a fitted effect of over 45% in size; many of its hits are not listed in these tables
# Target sequence (Q8WZA2 whole entry, looked up): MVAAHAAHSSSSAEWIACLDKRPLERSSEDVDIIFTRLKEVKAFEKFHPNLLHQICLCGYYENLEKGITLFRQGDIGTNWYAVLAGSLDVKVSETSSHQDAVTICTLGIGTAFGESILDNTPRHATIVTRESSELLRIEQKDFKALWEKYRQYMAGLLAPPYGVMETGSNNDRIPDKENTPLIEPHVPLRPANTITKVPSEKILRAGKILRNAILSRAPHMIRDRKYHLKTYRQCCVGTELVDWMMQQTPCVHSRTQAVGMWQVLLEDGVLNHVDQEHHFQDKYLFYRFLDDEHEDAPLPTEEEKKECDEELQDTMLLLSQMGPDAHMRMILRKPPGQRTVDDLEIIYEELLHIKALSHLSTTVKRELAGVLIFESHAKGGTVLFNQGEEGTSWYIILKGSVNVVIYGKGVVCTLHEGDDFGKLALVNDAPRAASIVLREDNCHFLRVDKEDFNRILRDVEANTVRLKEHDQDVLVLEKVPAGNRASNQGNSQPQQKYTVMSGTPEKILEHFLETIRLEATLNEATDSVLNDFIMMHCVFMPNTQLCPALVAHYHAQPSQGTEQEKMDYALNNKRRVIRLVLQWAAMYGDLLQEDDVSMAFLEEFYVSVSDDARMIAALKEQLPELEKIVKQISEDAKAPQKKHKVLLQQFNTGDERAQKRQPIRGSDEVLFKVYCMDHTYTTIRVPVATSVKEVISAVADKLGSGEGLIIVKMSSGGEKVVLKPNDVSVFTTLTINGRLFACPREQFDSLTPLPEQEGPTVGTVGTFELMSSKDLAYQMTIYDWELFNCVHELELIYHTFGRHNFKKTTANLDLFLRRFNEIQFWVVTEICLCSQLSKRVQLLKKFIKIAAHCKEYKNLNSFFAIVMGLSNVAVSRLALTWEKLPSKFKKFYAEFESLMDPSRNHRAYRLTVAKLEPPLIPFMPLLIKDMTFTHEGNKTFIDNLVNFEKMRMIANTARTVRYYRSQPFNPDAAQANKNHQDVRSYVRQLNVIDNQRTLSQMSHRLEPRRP
# WRN inhibitor: WRN helicase (human) inhibition; AID 651768; Q14191; Potency, µM (doses to about 114 µM), for inactives: at the top dose activity change, negative = inhibition, most hits filed as inhibitors; WRN helicase unwinding, fluorescent forked duplex, kinetic; 360,000 tested, 0.46% active; note: potency is the fitted concentration of half-maximal effect; % is set by controls: 0 for no effect and ±100 for the full control effect; nearly all actives have a fitted effect of over 55% in size
#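 Kinetic fluorescence helicase assay: unwinding of a quenched forked DNA duplex (100 nM final) with 2 mM ATP final raises red fluorescence (525/598 nm). Compounds sat 15 min at room temperature with 20 nM WRN beforehand.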
# Active calls of the source: *; ? = inconclusive; nt = not tested or not shown; & = joins results of further samples; [ ] = remark or other dose. Unless noted, calls come from the whole dose curve; as a rule, active = well fitted curve in the direction sought with a large enough effect; inconclusive = small, poorly fitted or top-dose-only effect, or another doubt; inactive = no such curve, though single readings can be large; an effect the other way counts as inactive or inconclusive.
SMILES	MmCpn inh	PLK1 PBD inh	EPAC1 antagonist	PI5P4K alpha inh	EPAC1 agonist	CCT modulator	EPAC2 antagonist	WRN inhibitor
C[C@@H]1CN([C@@H](C)CO)C(=O)c2cc(NC(=O)Nc3ccc4c(c3)OCO4)ccc2O[C@H]1CN(C)S(=O)(=O)c1cn(C)cn1	-2%	-3%	3%	-2	-9%	-0.3	-1%	-2%
COc1cc2c(cc1OC)C(c1cccc(Br)c1)CC(=O)N2 (stereo not given)	-2%	-2%	-7%	-9	0%	1.1	-23%	6%
CC/C(=N\NC(=O)c1ccoc1C)c1ccc(C)o1	0%	2%	-11%	-4	1%	-5.3	-1%	-9%
Cc1cc(C)cc(S(=O)(=O)c2cn(C)c3cc(N4CCN(C)CC4)c(F)cc3c2=O)c1	-3%	-4%	-2%	3	-3%	-1.5	6%	0%
CCOc1ccccc1C=NNc1ccc([N+](=O)[O-])cn1	nt	6%	4%	-4	2%	-3.9	3%	-3%
CCCn1nnnc1SCC(=O)Nc1ccc(F)cc1	1%	4%	-10%	-8	-1%	-2.1	-2%	2%
COc1ccc(-c2csc(NC(CO)c3nc4ccccc4n3CCOCCO)n2)cc1 (stereo not given)	nt	-2%	0%	-2	8%	0.3	7%	-2%
O=[N+]([O-])c1cccc2c(N3CCOCC3)ccnc12	0%	-1%	1%	-2	8%	0.6	5%	-2%
CC(C)N1C(=O)c2ccccc2N(Cc2ccccc2)S1(=O)=O	1%	8%	-17%	8	17%	2.3	?	-15%
CCc1c(C)c2ccc(OCC(N)=O)cc2oc1=O	0%	0%	11%	nt	-4%	-1.2	14%	4%
Cc1nc(=O)c(-c2ccccc2)c(C)n1CC1CCCO1 (stereo not given)	2%	4%	7%	6	1%	-0.4	5%	0%
NC12CC3CC(C1)CC(CC(=O)O)(C3)C2	-1%	-11%	-2%	-2	8%	1.4	2%	-20%
COc1ccccc1CNC(=O)COC(=O)Cc1ccc(Cl)cc1	1%	0%	11%	3	-6%	0.6	-7%	9%
O=C1C=C(Nc2ccccc2C(=O)O)c2ccccc2C1=O	-1%	11µM*	-11%	?	-8%	0.4	?	-36%[57.1 µM]
CCOC(=O)CSc1nc2ccccc2c(=O)n1CC1CCCO1 (stereo not given)	2%	-1%	13%	nt	-3%	0.5	18%	6%
O=C(NCCCN1CCOCC1)C1Cc2c(ccc3ccccc23)O1 (stereo not given)	4%	-14%	-1%	2	-6%	-1.1	-5%	2%
N=c1n(CCN2CCCCC2)c2ccccc2n1CC(O)c1ccco1 (stereo not given)	?	3%	-2%	0	-2%	0.0	5%	-1%
Cc1cc(C)n(CC(=O)Nc2ccccc2)n1	2%	21µM*	-5%	-8	2%	-0.7	2%	9%
Cc1ccc(S(=O)(=O)N(Cc2ccc([N+](=O)[O-])cc2)C(=O)N2CCN(C)CC2)cc1	3%	-7%	-7%	3	7%	-1.4	-1%	2%
CC(C)COc1ccc(C(=O)OCCN2CCCCC2)cc1	-10%	-6%	5%	-3	0%	-0.7	3%	0%
C=CCn1c(C(C)NC(=O)c2ccccc2)n[nH]c1=S (stereo not given)	0%	-5%	-3%	nt	11%	-2.9	-9%	-12%[57.1 µM]
CCc1ccc(C(=O)COC(=O)[C@@H](NC(N)=O)[C@@H](C)CC)cc1	1%	0%	-1%	-4	2%	-0.6	-11%	-6%
CC(c1ccon1)N(C)C(=O)c1ccc(OC2CCN(C(=O)C3CC3)CC2)cc1 (stereo not given)	3%	-11%	-25%	-2	4%	2.1	-2%	-17%[57.1 µM]
COc1ccccc1CCC(=O)Nc1ccc(C)cc1Cl	1%	-7%	5%	12	-4%	2.6	15%	-8%

# Compound profiles, as listed above.
# N=c1n(CCN2CCCCC2)c2ccccc2n1CC(O)c1ccco1 (stereo not given) is entered as MmCpn inh = ?; PLK1 PBD inh = 3%; EPAC1 antagonist = -2%; PI5P4K alpha inh = 0; EPAC1 agonist = -2%; CCT modulator = 0.0; EPAC2 antagonist = 5%; WRN inhibitor = -1%
# CC(c1ccon1)N(C)C(=O)c1ccc(OC2CCN(C(=O)C3CC3)CC2)cc1 (stereo not given) is entered as MmCpn inh = 3%; PLK1 PBD inh = -11%; EPAC1 antagonist = -25%; PI5P4K alpha inh = -2; EPAC1 agonist = 4%; CCT modulator = 2.1; EPAC2 antagonist = -2%; WRN inhibitor = -17%[57.1 µM]

# The list continues.
SMILES	MmCpn inh	PLK1 PBD inh	EPAC1 antagonist	PI5P4K alpha inh	EPAC1 agonist	CCT modulator	EPAC2 antagonist	WRN inhibitor
CCOC(=O)c1ccc(NC(=O)c2ccccc2[N+](=O)[O-])cc1	-1%	30µM*	-3%	-8	-6%	-0.6	1%	-18%
Cc1cc(C(=O)Nn2c(-c3ccncc3)nc3ccccc3c2=O)ccc1[N+](=O)[O-]	-5%	2%	20%	-1	-2%	1.9	9%	-23%
CCOC(=O)c1ccccc1NC(=O)c1cccc(F)c1	0%	-8%	-2%	15	13%	-4.6	1%	-12%
COc1ccc(C(NC(=O)/C=C/c2ccco2)c2ccc(OC)c(OC)c2)cc1OC	0%	-12%	-4%	?	-1%	0.7	13%	-14%
COc1ccc(NC(=O)Cc2ccc(C)c(C)c2)cc1Cl	2%	29%	-5%	-5	-8%	-0.9	-3%	9%
CCC(C)c1ccccc1OCC(=O)NN1C(=O)c2ccccc2C1=O (stereo not given)	0%	0%	-14%	7	2%	-1.2	-25%	4%
O=C(NCCOc1ccc(Cl)cc1)c1cccc(S(=O)(=O)N2CCCC2)c1	0%	-5%	18%	-4	-1%	-1.7	-23%	0%
CCOC(=O)c1ccc(NS(=O)(=O)c2c(C)[nH]c(C)c2C(=O)N2CCCCC2)cc1	4%	-10%	4%	-4	-15%	2.2	2%	1%
Cc1c2c(n3c(nc4ccccc43)c1C#N)N(CCN1CCOCC1)CC2	-1%	?	-3%	-14	-5%	0.8	12%	-3%
Cc1cccc(NC(=O)CN(C)S(=O)(=O)c2cccc3nsnc23)c1C	-7%	-8%	-15%	0	2%	-4.8	-1%	-1%
O=C(NCc1ccccn1)c1cc(S(=O)(=O)N2CCN(c3ccccc3)CC2)ccc1Cl	-1%	-2%	-10%	nt	5%	-3.9	-5%	-4%
CCCCN1C(=O)C(CC(=O)NCCCN(C)C)CC(C(=O)N(C)C)=C1C (stereo not given)	nt	2%	-5%	-1	-18%	-2.1	11%	2%
Cc1ccc(-c2nnc(SCC(N)=O)n2C)cc1	2%	-2%	3%	1	3%	0.2	5%	-2%
CC(C)c1nnc(SCC(=O)NCc2ccc3c(c2)OCO3)n1C	0%	-5%	8%	0	-6%	-6.1	18%	-7%
CSC(=Nc1cccc(C)c1)NC#N	-2%	-4%	-2%	19	-1%	-0.5	-20%	-25%[57.1 µM]
Cc1ccc(C(=O)C[n+]2cc(-c3ccccc3)n3c2CCCCC3)cc1	1%&5%	5%&-1%	-7%&13%	2	10%&3%	-0.9&0.1	16%&12%	-10%&14%
O=C(Nc1cccnc1Cl)c1cc(-c2ccc(F)cc2)on1	2%	-5%	-3%	-10	7%	0.4	3%	-3%
COc1n[nH]c(C(=O)NCc2ccccc2)c1[N+](=O)[O-]	-1%	-9%	-21%	4	-8%	-0.3	0%	-1%
CC1CCC(NC(=O)c2ccc(NS(=O)(=O)c3ccc4[nH]c(=O)[nH]c4c3)cc2)CC1 (stereo not given)	0%	4%	4%	0	-2%	0.6	1%	-5%
CCCCCn1c(NC2CCCCC2)nc2c1c(=O)[nH]c(=O)n2C	2%	-3%	-4%	3	-14%	-0.5	-3%	-4%
C/C(=N\NC(=O)Cc1ccc(F)cc1)c1ccc(O)cc1	2%	0%	-20%	-12	0%	0.2	24%	-8%
Fc1cnc(N2CCc3ccccc32)nc1N1CCc2ccccc21	1%	3%	3%	0	2%	-1.4	-4%[57.1 µM]	-3%
CCc1ccc(Oc2cc(Cl)nc(N)n2)cc1	1%	-2%	-18%	9	3%	1.3	5%	-11%
CCN(CC)CCCN1C(=O)C(O)=C(C(=O)c2cc3ccccc3o2)C1c1ccccn1 (stereo not given)	-16%	27µM*	3%	4	3%	-4.2	12%	2%
COC(=O)c1cc2c(ccn2-c2ccc(F)cc2)n1Cc1ccc(OC(C)=O)cc1	-11%	2%	0%	11	0%	-1.7	-1%	-5%
Cc1cccc(OCC(=O)N2CCC(N3CCOCC3)CC2)c1	-9%	-1%	12%	-1	-4%	0.5	11%	2%
CC(OC(=O)c1cccc(-n2cnnn2)c1)C(=O)Nc1ccc(F)c(F)c1F (stereo not given)	nt	0%	-6%	3	-5%	1.6	-3%	-1%
O=C1NC(=NCc2ccccc2)S/C1=C/c1ccc(O)cc1	1%	1%	-24%	-4	6%	0.1	-5%	-18%
CS(=O)(=O)N1CCCC(C(=O)Nc2ccccc2)C1 (stereo not given)	1%	10%	-19%	2	8%	3.9	13%	-26%
CC(C)c1nc(SCC(=O)c2c[nH]c3ccccc23)n[nH]1	0%	-19%	-6%	-19	12%	-9.7	-5%	-5%
COc1cc(NC(=O)c2ccc(Br)o2)ccc1NC(=O)C(C)C	0%	-3%	-3%	2	3%	-1.6	7%	0%
Cc1ccc(S(=O)(=O)N2CCC(C(=O)OCC(=O)N(Cc3ccccc3)C(C)(C)C)CC2)cc1C	-2%	-9%	-9%	-2	3%	-0.3	-7%	-5%
CCC[C@H]1CN(c2ccc(Br)cc2)C(=O)[C@@H]1CC(=O)NC	nt	0%	0%	-4	0%	1.3	-9%	0%
CCOc1cc2[nH]c(=O)n(Cc3ccc(C(=O)NCCOC)cc3)c(=O)c2cc1OCC	1%	-19%	-24%	1	-25%	0.3	22%	-1%
CN(C)CCCN(C(=O)c1ccc(S(=O)(=O)N2CCCC2)cc1)c1nc2ccc(Br)cc2s1	1%	1%	-17%	-1	-14%	0.9	12%	-8%
Cc1ccc(C(=O)CSc2nnc(COc3cccc(C)c3)o2)cc1	-2%	-1%	-12%	4	8%	-0.4	-4%	-7%
CCOC(=O)c1ccc(NC(=O)c2c(N)n(C)c(=O)n(C)c2=O)cc1	nt	-13%	-4%	0	4%	-9.8	-10%	5%
CCn1c(SCc2cccc(C)c2)nnc1-c1ccccc1	-4%	-10%	-10%	nt	0%	1.7	2%	-10%
Cc1ccc(CNC(=O)c2ccc(S(=O)(=O)N3CCCCC3)cc2)cc1	-2%	-6%	11%	9	4%	-4.0	-3%	2%
CCN(C(=O)COC(=O)CCC(=O)c1ccc(Cl)cc1)c1c(N)n(Cc2ccccc2)c(=O)[nH]c1=O	nt	-8%	-21%	1	-10%	-0.7	2%	0%
CC(C)(C)NC(=O)NC(=O)CN1CCCc2ccccc21	1%	0%	-17%	-7	5%	-3.5	-3%	-4%

# An excerpt (hit frequency here may not be typical).
